Source: PubChem
Anthrax LF inh2 = Bacillus anthracis LF protease inhibitors, primary screen, biochemical, multiplex microsphere, MLPCN library. inhibition, % at 10 µM. multiplex microsphere protease cleavage assay. 360,000 tested, 0.12% active. AID 588501, 2011; further: plate controls were buffer without enzyme for full effect and enzyme alone for no effect
PrPC surface inh = inhibitors of human cell surface prion protein PrPC, primary screen, cell-based, TR-FRET; AID 720596, 2013; 370,000 tested, 0.43% active; inhibition, % at 13.8 µM; TR-FRET read-out; in the data active means inhibition above about 24%; further: 0% = median of the test wells and 100% = reference compound wells
SSB-PriA inh = inhibitors of Klebsiella pneumoniae PriA binding to SSB C-terminal tail, primary screen, biochemical, AlphaScreen. AID 1272365, 2023. PriA–SSB C-terminal tail interaction (Klebsiella pneumoniae). inhibition, % at 33 µM. AlphaScreen SSBct-PriA binding, biotinylated peptide. 430,000 tested, 0.6% active; in the data active means inhibition mostly above about 37%, no sharp cut-off; inactive means mostly below about 20%;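 further: plate controls were negative control peptide for no effect and reference peptide for full effect; strong numbers were not always called active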
Vc quorum ag = inducers of Vibrio cholerae quorum light production without autoinducers, primary screen, BH1578 luxS cqsA deficient, single point | activation, % at 18.7 µM | AID 588436, 2011 | 350,000 tested, 0.16% active | V. cholerae BH1578 lux reporter, luminescence, 6 h; in the data active means activation mostly above about 9.7%, no sharp cut-off; inconclusive means no clear call, values can overlap the other calls; inactive means mostly below about 3.7%; further: not every result past the cut was called active; inactives centre near 0; reference of the scale not given here
TcdB GH inh = TcdB glycohydrolase inhibitors, primary screen, biochemical, single point, plate reader | Toxin B (Clostridioides difficile), P18177 | TcdB glycohydrolase enzymatic assay | inhibition, % at 9.99 µM | 350,000 tested, 0.24% active; in the data active means inhibition above about 10%
BoNT A protease = BoNT/A light chain protease inhibitors, primary screen, biochemical, flow cytometry, MLPCN library; Botulinum neurotoxin type A light chain protease (Clostridium botulinum A str. ATCC 3502); multiplex microsphere protease substrate cleavage; inhibition, % at 10 µM; 360,000 tested, 0.17% active; AID 588499, 2011; further: plate controls were buffer without enzyme for full effect and enzyme alone for no effect
PfHsp40 rescue = rescue of yeast from PfHsp40 toxicity, primary screen, S. cerevisiae, ATP luminescence | 340,000 tested, 0.68% active | AID 504582, 2011 | growth rescue, % at 12.5 µM | S. cerevisiae expressing PfHsp40, growth rescue; in the data active means growth rescue above about 28%, passing the limit was not always enough; inconclusive means no clear call, values can overlap the other calls;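 further: yeast W303a lacking pdr1 and pdr3 grown in galactose medium; growth measured after three days at 30 °C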
Y pestis TopoI = Yersinia pestis topoisomerase I inhibitors, primary screen, biochemical, cleavage product accumulation, plate reader, single point; DNA topoisomerase I (Yersinia pestis CO92); Y. pestis Topo-I cleavage product accumulation; activity, % at 10 µM; 360,000 tested, 0.064% active; AID 504884, 2011; in the data active means activity above about 50%, passing the limit was not always enough; inconclusive means no clear call, values can overlap the other calls; further: inactives centre near 2
3CLpro inhibitor = SARS-CoV 3CLpro protease inhibitors, primary screen, biochemical, quenched FRET; AID 1706, 2009; Replicase polyprotein 1ab (Severe acute respiratory syndrome coronavirus), P0C6X7; inhibition, % at 6 µM; 290,000 tested, 0.14% active; recombinant SARS-CoV 3CLpro, quenched FRET peptide cleavage; in the data active means inhibition above about 12%
* hit, by the source's call; i = inactive; ? = inconclusive; / = no result given; & = joins results of further samples. Unless noted, no stated cut-off is given here; in the data, active means inhibition above about 30%; inconclusive means no clear call, values can overlap the other calls; inactive means below that. This is a subset; the hit share may differ from the screen's.

Every second line gives: Anthrax LF inh2	PrPC surface inh	SSB-PriA inh	Vc quorum ag	TcdB GH inh	BoNT A protease	PfHsp40 rescue	Y pestis TopoI	3CLpro inhibitor
> CC(=O)Nc1ccc(S(=O)(=O)N(C)CC(=O)NC2CCCCCCC2)cc1
→ 2	-7	-10	-1.1	-0.8	-0.4	0.7	14	/
> COc1ccc(CNC(=O)CCNS(=O)(=O)c2ccc(Cl)cc2)cc1
→ -3	5	-11	i	0.0	0.1	0.4	-10	1
> Cc1ncc(C(=O)O)n1C(C)c1ccccc1 (stereo unspecified)
→ -8	5	/	i	2.3	0.3	/	-2	/
> CC1(C)CC(=O)C=C(c2n[nH]nc2-c2ccccc2)C1
→ 5	-6	/	-0.3	2.5	0.2	/	-1	/
> CC1CN(S(=O)(=O)c2cccc(C(=O)N(C)C3CCCCC3)c2)CC(C)O1 (stereo unspecified)
→ -6	-5	/	3.0	1.1	-0.6	/	2	/
> CCOC(=O)C1CCN(C(=O)CCc2c(C)nc3ncnn3c2C)CC1
→ -10	0	-14	-7.6	/	0.1	5.2	1	2
> COc1ccc(/C=C2\SC(=S)N(CCC(=O)Nc3cccc(O)c3)C2=O)cc1OC
→ 14	7	-10	-0.9	0.6	2.7	0.5	2	-7
> COc1cc(C2c3[nH]c4ccccc4c3C[C@H]3C(=O)N(C4CC4)CC(=O)N23)ccc1OC(C)C (stereo partly specified)
→ -5	6	15	i	0.9	-1.2	-0.3	9	3
> CC1CC(C(F)(F)F)n2nc(C(=O)O)cc2N1 (stereo unspecified)
→ -3	-3	-7	i	2.8	-0.4	0.4	3	7
> COc1cccc(-c2csc(NC(=O)Oc3ccccc3)n2)c1
→ 0	-2	-3	-0.6	0.7	-0.9	-0.8	5	0
> CCn1c(=O)cc(OCC(=O)Nc2ccccc2C#N)c2ccccc21
→ 5	-3	-9	i	0.6	0.8	0.3	11	2
> COc1ccc(NC(=O)Oc2ccccc2)cc1Cl
→ 7	8	-4	-0.7	-7.4	-1.1	5.2	-10	0
> O=C(CCc1c[nH]c2ccccc12)N1CCN(S(=O)(=O)c2ccc([N+](=O)[O-])cc2)CC1
→ -1	-39	/	-0.3	0.9	-0.3	/	2	/
> Cc1ccc(S(=O)(=O)N2C[C@H]3C(=O)C[C@@H](c4ccccc4)N(S(=O)(=O)c4ccc(C)cc4)[C@H]3C[C@H]2c2cccs2)cc1
→ 4	0	/	/	0.4	1.1	/	/	/
> Cc1[nH]n(-c2ccccc2)c(=O)c1N=Nc1ccccc1
→ -2	1	-1	-0.5	0.4	-0.1	1.1	3	-3
> Cc1nnc(-c2cccc(Br)c2)c2cn(-c3ccc(Br)cc3)nc12
→ -4	-7	-9	-0.1	/	0.9	-0.1	-6	-3
> CCCCc1ccc(NC(=O)C(=O)NCCN2CCN(C(=O)c3ccc([N+](=O)[O-])cc3)CC2)cc1
→ 6	-4	-12	i	2.3	3.5	-1.1	-6	-6
> COc1ccc(C2CC(c3ccccc3)=NN2C(=O)COC(=O)c2cccc(N)c2)cc1 (stereo unspecified)
→ 0	-8	-15	0.6	0.9	0.7	4.7	26	/
> COc1ccc(C2(C(=O)NCCCN3CCOCC3)CCOCC2)cc1
→ -1	-5	-8	-0.4	/	-1.4	0.2	-2	6
> Cc1c(C(=O)NC(C)C)oc2c1-c1[nH]ncc1CC2
→ -6	2	-11	i	/	-0.6	3.1	-4	7
> NC(=O)c1cccc(S(=O)(=O)N2CCCCC2)c1
→ -1	7	-13	-0.2	0.4	?	-1.5	5	4
> COCCNC(=O)COc1ccc(N(C)S(=O)(=O)c2ccc3ccccc3c2)cc1
→ -2	3	11	-0.6	0.3	-1.4	0.6	30	-1
> C[C@H](CO)N1C[C@H](C)[C@@H](CN(C)Cc2ccc(Cl)c(Cl)c2)Oc2c(NC(=O)CCC(F)(F)F)cccc2C1=O
→ -8	3	1	i	1.4	-0.4	0.0	38	/
> COc1ccc(CCNC(=O)c2c(Cl)ccc(Cl)c2OC)cc1OC
→ -3	-3	-2	-1.5	0.5	2.6	-1.5	6	-11
> Cc1ccc(C(=O)CN(CCCC(N)=O)C(=O)c2ccncc2)cc1
→ -3	8	0	i	5.6	0.2	3.4	0	/
> O=C(CSc1ccc(-c2ccccn2)nn1)N1CCCC1
→ 5	11	24	-0.3	0.6	-0.7	91*	-1	6
> NC1=NC(=O)C(Cc2cccc(Cl)c2)S1 (stereo unspecified)
→ 0	0	/	-0.6	/	0.8	-0.3	-1	7
> Nn1c(-c2ccccc2)cc(-c2ccccc2)cc1=O
→ -5	-3	3	-5.9	1.5	0.5	-1.5	1	/
> Cc1cc(Nc2cccc(Cl)c2)n2ncnc2n1
→ -2	8	-16	-0.4	2.7	-0.3	0.6	-5	-1
> c1ccc(Nc2scc(-c3ccccc3)[n+]2Cc2ccco2)cc1
→ -5	4	4&15	11	2.3	-1.3	-0.5	-9	-2
> Cc1cccc(CSc2nnc(NC(=O)CSc3nnc(C)s3)s2)c1
→ -3	0	-8	0.5	/	-1.2	-0.1	7	3
> CCOC(CC(=O)NNC(=O)c1c(-c2c(Cl)cccc2Cl)noc1C)OCC
→ 2	4	2	i	-4.1	1.2	/	-5	7
> O=Cc1cccc(Oc2ccc([N+](=O)[O-])cc2[N+](=O)[O-])c1
→ -6	-26	-7	i	9.9	-0.6	0.0	-3	3
> COC(=O)C1=Cc2cc(OC)cc([N+](=O)[O-])c2OC1N1CCOCC1 (stereo unspecified)
→ -4	2	-6	i	0.8	3.6	0.4	8	-5
> CSCC[C@H](NC(=O)c1ccco1)c1nnc2ccccn12
→ -1	3	-15	5.4	0.4	2.0	-0.7	-3	8
> Cc1ccc2c(=O)cc(C(=O)NC3CCS(=O)(=O)C3)oc2c1 (stereo unspecified)
→ -1	-7	1	-0.3	1.8	0.1	-0.4	1	-5
> N#Cc1ccc(OCC(=O)OCC(=O)c2ccccc2)cc1
→ 1	7	-6	1.1	0.7	0.0	0.0	6	/
> C=CCN1C(=O)c2ccc(C(=O)N3CCN(S(=O)(=O)c4ccccc4Br)CC3)cc2C1=O
→ 1	3	0	-5.0	-0.5	0.3	-0.3	27	/
> O=c1[nH]c(=O)n(Cc2ccccc2)c(O)c1C=NCCCn1ccnc1
→ -6	1	-7	-7.4	/	-0.7	1.1	-7	-1
> Cc1cc(=O)oc2cc(OCc3ccc(C(=O)OCC(=O)N(C)C4CCS(=O)(=O)C4)cc3)ccc12 (stereo unspecified)
→ 2	-7	-14	i	0.9	0.9	0.6	0	3
> Cc1ccc2cc(CCNC(=O)c3c(-c4ccccc4Cl)noc3C)c(=O)[nH]c2c1
→ -10	4	5	-0.3	-4.2	-0.3	1.1	16	-5
> O=C1CCCC(O)=C1C1C2=C(CCCC2=O)Oc2ccccc21 (stereo unspecified)
→ -1	-4	-5	i	/	?	-0.1	-3	-1
> COc1ccc(OC)c(CCNC(=O)Cn2nc(C)c3c(C)n(-c4ccc(C)cc4)nc3c2=O)c1
→ 2	10	-4	-0.3	-1.0	-0.3	0.6	33	6
> CCC(Sc1nc(C)cc(=O)[nH]1)C(=O)Nc1nnc(C)s1 (stereo unspecified)
→ 4	4	-4	i	/	1.8	0.2	-8	0
> Cc1cc(OCC(=O)NCCN2CCOCC2)c2c(C)c(C)c(=O)oc2c1
→ 1	-13	-8	0.3	0.2	-2.9	0.6	0	-1
> COCCn1nnnc1CN1C2CCCC1CC(NC(C)=O)C2 (stereo unspecified)
→ 4	-4	-9	-0.2	/	0.1	0.3	1	-2
> CN(C)c1ccc(C=NNC(=S)Nc2ccc(F)cc2)cc1
→ -3	7	0	i	-1.8	-0.1	2.9	-5	/
> COc1ccc(C(c2c(N)[nH]c(=S)[nH]c2=O)c2c(N)[nH]c(=S)[nH]c2=O)cc1
→ -14	1	-4	-0.7	-0.4	-1.7	-1.5	0	2
> Cc1ccc(F)c(N=Cc2c(O)c3ccccc3oc2=O)c1
→ -5	6	-14	i	-0.2	-1.4	-0.3	0	-2
> CCN1CCCC1CNC(=O)C(=O)Nc1cccc(OC)c1 (stereo unspecified)
→ 0	2	-4	-0.1	2.0	-0.1	-1.6	5	0
> O=C(COc1ccccc1)Nc1ccc2c(c1)Cc1cc(NC(=O)COc3ccccc3)ccc1-2
→ 2	8	1	-0.3	/	-0.3	-1.2	3	-2
> CN(Cc1ccccc1)C(CNS(=O)(=O)c1ccccc1)c1ccccc1 (stereo unspecified)
→ 0	4	/	-5.0	0.4	-0.3	/	24	/
> Cc1ccc(NC(=O)c2ccc(NCCc3ccccc3)c([N+](=O)[O-])c2)cc1F
→ 2	-6	2	-1.0	/	-2.8	1.0	-8	-1
> CCCn1c2c(c(O)c(C(=O)Nc3ncccc3O)c1=O)CCCC2
→ 2	3	-1	i	/	0.2	2.8	7	0
> O=c1[nH]c(-c2ccccn2)nc(C(F)(F)F)c1Br
→ 0	24	83*	-0.3	0.3	-4.1	133*	5	3
> Cc1nn(C)c(C)c1NC(=O)CC12CC3CC(CC(C3)C1)C2
→ -3	-1	-2	-0.5	1.3	-0.5	-0.7	-3	0
> COc1ccc(C)cc1S(=O)(=O)N1CCN(C(=O)c2ncoc2-c2cccc(F)c2)CC1
→ -1	1	-7	i	0.2	-0.9	-0.9	12	5
> O=C(N/N=C/c1ccco1)c1ccc(Br)o1
→ -5	7	/	1.5	/	0.5	-1.3	7	3
> COc1ccc(NS(=O)(=O)c2cc(NC(=O)c3ccco3)ccc2N2CCCCC2)cc1
→ -2	0	8	-0.3	/	0.1	1.5	7	1
> Cc1ccc(C2=NN(C(=O)CSc3nc4ncc(Cl)cc4[nH]3)C(c3ccco3)C2)cc1 (stereo unspecified)
→ -6	7	-2	i	-1.1	-0.5	1.2	5	2

Other compounds:
Every second line gives: Anthrax LF inh2	PrPC surface inh	SSB-PriA inh	Vc quorum ag	TcdB GH inh	BoNT A protease	PfHsp40 rescue	Y pestis TopoI	3CLpro inhibitor
> CSc1cccc(NC(=O)COc2ccccc2C)c1
→ -2	6	-10	-0.8	-0.3	-0.8	3.1	19	4
> CC(C)CC(NC(=O)COc1ccccc1)C(=O)O (stereo unspecified)
→ -2	5	-7	i	/	0.0	-1.3	0	2
> CCOc1ccccc1N=c1oc2cc(O)ccc2cc1C(=O)NCC1CCCO1 (stereo unspecified)
→ -5	-7	-1	-1.8	6.7	-0.8	-0.2	16	3
> CN1Cc2c(N3CCOCC3)nc(SCc3ccccc3)c(C#N)c2CC1(C)C
→ 8	-15	-4	i	/	5.0	0.0	-2	-2
> CNCCc1c[nH]c2ccccc12
→ -4	/	5	-0.1	/	0.2	/	0	0
> CN(C)S(=O)(=O)c1ccc(NC(=O)CN2CCCCCC2)cc1
→ -1	-2	-10&2	-0.3	0.6	-0.6	-0.5	0	2
> OCCCC1CCCN(Cc2cn[nH]c2-c2ccc(F)cc2F)C1 (stereo unspecified)
→ -8	-8	-9	-0.9	-3.4	-2.6	-1.0	1	2
> CC(NC(=S)NCCc1ccccc1)C(c1cccs1)N1CCN(C)CC1 (stereo unspecified)
→ -4	-10	-2	-0.4	0.4	-0.7	0.6	-3	0

Given with each value named: part of the list above
> Cc1ncc(C(=O)O)n1C(C)c1ccccc1 (stereo unspecified)
- Anthrax LF inh2: -8
- PrPC surface inh: 5
- SSB-PriA inh: /
- Vc quorum ag: i
- TcdB GH inh: 2.3
- BoNT A protease: 0.3
- PfHsp40 rescue: /
- Y pestis TopoI: -2
- 3CLpro inhibitor: /

> CC1(C)CC(=O)C=C(c2n[nH]nc2-c2ccccc2)C1
- Anthrax LF inh2: 5
- PrPC surface inh: -6
- SSB-PriA inh: /
- Vc quorum ag: -0.3
- TcdB GH inh: 2.5
- BoNT A protease: 0.2
- PfHsp40 rescue: /
- Y pestis TopoI: -1
- 3CLpro inhibitor: /
